N370S GC mod – qHTS Assay for Inhibitors and Activators of N370S glucocerebrosidase as a Potential Chaperone Treatment of Gaucher Disease | Lysosomal acid glucosylceramidase (Homo sapiens), P04062 | N370S GC spleen homogenate, 4MU-glucoside fluorescence | Potency, µM (top dose mostly 59.4 µM), for inactives: at the top dose activity change, negative = inhibition, hits mostly inhibitors | 0.092% of 330,000 active;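 further: 0% = full enzyme activity and -100% = no enzyme basal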
FEN1 inhibitor – qHTS Assay for the Inhibitors of Human Flap endonuclease 1 (FEN1); P39748; Recombinant FEN1 flap cleavage, fluorescence, 15 min; Potency, µM (top dose mostly 114 µM), for the others: at the highest dose activity change, negative = inhibition, hits mostly inhibitors; 0.35% of 390,000 active; further: nearly all actives have a fitted effect of over 65% in size
Target sequence (P39748 whole entry, looked up): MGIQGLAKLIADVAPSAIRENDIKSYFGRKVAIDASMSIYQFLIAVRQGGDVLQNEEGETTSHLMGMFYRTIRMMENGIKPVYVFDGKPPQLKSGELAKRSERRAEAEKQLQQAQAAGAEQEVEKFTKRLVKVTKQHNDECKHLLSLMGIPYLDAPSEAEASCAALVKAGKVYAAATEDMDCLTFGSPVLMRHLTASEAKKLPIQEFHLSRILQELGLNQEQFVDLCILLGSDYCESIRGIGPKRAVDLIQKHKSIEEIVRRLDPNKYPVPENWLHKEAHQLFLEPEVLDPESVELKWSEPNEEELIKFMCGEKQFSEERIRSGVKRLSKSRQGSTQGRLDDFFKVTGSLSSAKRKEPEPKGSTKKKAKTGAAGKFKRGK
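Quantitative HTS format: each compound was titrated, incubated with 10 nM nuclease for 15 min at room temperature, then challenged with flap substrate at 50 nM final. Signal change over 15 min gave concentration–effect curves.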
TDP1 block – qHTS Assay for Inhibitors of Tyrosyl-DNA Phosphodiesterase (TDP1). Tyrosyl-DNA phosphodiesterase 1 (Homo sapiens), Q9NUW8. recombinant TDP1, AlphaScreen DNA substrate cleavage. Potency, µM (top dose mostly 130 µM), for the others: at the highest dose activity change, negative = inhibition, hits mostly inhibitors. 0.28% of 350,000 active. AID 485290, 2010; further: nearly all actives have a fitted effect of over 40% in size
Target sequence (Q9NUW8 whole entry, looked up): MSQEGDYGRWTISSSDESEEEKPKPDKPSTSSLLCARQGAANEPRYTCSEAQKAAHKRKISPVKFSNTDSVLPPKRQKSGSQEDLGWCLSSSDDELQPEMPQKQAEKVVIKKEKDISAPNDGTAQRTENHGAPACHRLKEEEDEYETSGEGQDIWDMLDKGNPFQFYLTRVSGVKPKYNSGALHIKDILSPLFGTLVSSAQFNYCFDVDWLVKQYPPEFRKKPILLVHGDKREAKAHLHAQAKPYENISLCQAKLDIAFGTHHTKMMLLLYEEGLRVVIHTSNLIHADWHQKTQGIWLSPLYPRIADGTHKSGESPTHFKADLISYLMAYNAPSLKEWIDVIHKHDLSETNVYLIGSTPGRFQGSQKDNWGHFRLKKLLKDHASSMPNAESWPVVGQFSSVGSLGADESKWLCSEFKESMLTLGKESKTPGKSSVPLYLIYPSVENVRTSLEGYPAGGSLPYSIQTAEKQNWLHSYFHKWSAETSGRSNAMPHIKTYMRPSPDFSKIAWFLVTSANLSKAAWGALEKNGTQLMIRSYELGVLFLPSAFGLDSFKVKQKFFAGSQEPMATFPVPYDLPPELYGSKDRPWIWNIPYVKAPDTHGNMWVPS
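Recombinant E. coli-expressed Tdp1 (1 nM) preincubated with compound 15 min at RT, then 5'-biotin/3'-phosphotyrosine-FITC DNA substrate (15 nM) added for 5 min. AlphaScreen beads (10 ug/ml) added, 10 min RT; tyrosine-FITC cleavage read as signal loss.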
Numbers without * were called inactive; ? = inconclusive; · = not tested or not shown; & = joins results of further samples; [ ] = remark or other dose. The call rests on the fitted dose curve; in most records, active means well fitted curve in the direction sought with a large enough effect; inconclusive means small, poorly fitted or top-dose-only effect, or another doubt; inactive means no such curve, though single readings can be large; an effect the other way counts as inactive or inconclusive. Unless noted, on the % scale 0 is the no-effect control and ±100 the full control effect; potency means the concentration at half of the fitted maximal effect.

SMILES | N370S GC mod | FEN1 inhibitor | TDP1 block
CN(c1ccc(F)cc1)S(=O)(=O)c1ccc2[nH]cc(C(=O)O)c(=O)c2c1 | -8% | 12% | 1%
Cc1cccc(C(=O)NNC(=O)c2ccccc2)c1 | -8% | -4% | 1%
Cc1cc(C)n(-c2nc(NCc3cccnc3)c3c4c(sc3n2)COC(C)(C)C4)n1 | 21% | -21% | 6%
Fc1ccc(Br)cc1/C=N/n1cnnc1 | -13% | -1% | 4%
COc1ccc(-n2c(Cc3cccn3C)nnc2SCC(=O)Nc2ccc(F)cc2)cc1 | 11% | -19% | 3%
Cc1cccc(NC(NC(=O)c2ccccn2)C(Cl)(Cl)Cl)c1 (configuration not stated) | 23% | -1% | 2%
O=C1C=C(c2ccc(-c3ccccc3)cc2)C[C@@H](c2ccc(F)cc2)C1 | · | -20% | 1%
C[C@@H]1CN([C@@H](C)CO)C(=O)c2cc(NC(=O)C3CC3)ccc2O[C@@H]1CN(C)C(=O)NC1CCCCC1 | · | 3% | -2%
CCc1ccc(CN(C)C(=O)c2cc(S(=O)(=O)N3CCOCC3)ccc2N2CCCC2)cc1 | -14% | -15% | ·
COc1ccccc1CNC(=O)CSc1nc(=O)[nH]c2c1CCC2 | · | 22% | -3%
CCn1cc(Cl)c(C(=O)N2N=C3/C(=C/c4cccs4)CCCC3C2c2cccs2)n1 (configuration not stated) | -8% | -22% | 3%
CC1CCCC(NC(=O)CSc2nnnn2C)C1C (configuration not stated) | 1% | -8% | -1%
COc1ccc(CNC(=O)NCCc2c[nH]c3ccccc23)cc1 | -8% | 18% | ·
Cn1ncc([N+](=O)[O-])c1C(=O)N/N=C/c1cccc([N+](=O)[O-])c1 | 4% | -1% | 5%
Cc1cc(S(=O)(=O)Nc2cc3c(cc2N2CCOCC2)n(C)c(=O)n3C)ccc1F | · | -4% | -2%
COc1ccc(Cl)cc1NC(=O)c1cc(S(=O)(=O)N2CCc3ccccc32)cn1C | · | 15% | 6%
O=C1CCN(N=Nc2cccc(Cl)c2)N1 | 11% | · | 13%
C=CCn1c(=N)n(CC(=O)c2ccccc2)c2ccccc21 | -4% | 1% | ·
O=C(NC(O)C(=O)c1ccccc1)c1ccc(F)cc1 (configuration not stated) | 1% | -2% | 0%
CCOc1ccc(Cn2nnc(C(=O)NCc3ccc(OC)cc3)c2N)cc1 | 6% | 11% | 0%
Cc1cccc(C(C)C)c1NS(=O)(=O)c1cn(C)nc1C | -16% | -7% | 2%
Cc1cc(C)n2c(Nc3cccc(C(F)(F)F)c3)c(-c3ccsc3)nc2n1 | · | 6% | -8%
CC1C(=O)N2CCCc3cc(S(=O)(=O)N4CCN(c5ccc(F)cc5)CC4)cc1c32 (configuration not stated) | 4% | 10% | 2%
CCC1CCCCN1CC(C)(C)NS(=O)(=O)c1ccccc1 (configuration not stated) | 21% | 5% | 0%
CCc1ccc(NC(=O)c2sc3nc(C)cc(C)c3c2NC(=O)c2ccccc2)cc1 | · | -12% | 1%
CC(C)N1CC(C(=O)Nc2ccc(Cl)c([N+](=O)[O-])c2)CC1=O (configuration not stated) | -7% | 8% | 3%
O=c1c2cn(Cc3ccc(F)cc3)c3ccc(F)cc3c-2nn1Cc1ccc(F)cc1 | 1% | 0% | ·
CCOc1ccc(/C(O)=C2/C(=O)C(=O)N(CCOCCO)C2c2ccccc2)cc1 (configuration not stated) | -14% | -1% | -2%
CCOC(=O)NN1C(=O)c2ccccc2NC1(C)C | 17% | 16% | 2%
Cc1ncc(S(=O)(=O)c2ccccc2)c(-c2ccccc2Cl)n1 | -2% | -6% | 4%
COc1ccc(N2CCN(C(=O)CCn3c(=O)c4cccn4c4cccnc43)CC2)cc1 | · | 5% | 3%
O=C(c1ccc2c(c1)N(Cc1ccc(F)cc1)C(=O)CS2)N1CCOCC1 | -2% | -15% | -2%
COCCOC(=O)c1c(C)n(C)c2ccc(OC(=O)c3ccccc3OC)cc12 | -9% | 14% | ·
CN(C)CCCN1C(=O)c2oc3ccc(Cl)cc3c(=O)c2C1c1cccnc1 (configuration not stated) | -2% | 6% | 0%
Cc1cc(C(=O)O)sc1C(N)C(=O)O (configuration not stated) | -7% | · | 2%
Cc1cc(C(=O)OCC(=O)Nc2ccc(F)cc2F)c(C)o1 | 15% | -6% | -1%

12 of the compounds above, as a markdown table:
| compound | N370S GC mod | FEN1 inhibitor | TDP1 block |
| --- | --- | --- | --- |
| Cc1cc(C)n2c(Nc3cccc(C(F)(F)F)c3)c(-c3ccsc3)nc2n1 | · | 6% | -8% |
| CC1C(=O)N2CCCc3cc(S(=O)(=O)N4CCN(c5ccc(F)cc5)CC4)cc1c32 (configuration not stated) | 4% | 10% | 2% |
| CCC1CCCCN1CC(C)(C)NS(=O)(=O)c1ccccc1 (configuration not stated) | 21% | 5% | 0% |
| CCc1ccc(NC(=O)c2sc3nc(C)cc(C)c3c2NC(=O)c2ccccc2)cc1 | · | -12% | 1% |
| CC(C)N1CC(C(=O)Nc2ccc(Cl)c([N+](=O)[O-])c2)CC1=O (configuration not stated) | -7% | 8% | 3% |
| O=c1c2cn(Cc3ccc(F)cc3)c3ccc(F)cc3c-2nn1Cc1ccc(F)cc1 | 1% | 0% | · |
| CCOc1ccc(/C(O)=C2/C(=O)C(=O)N(CCOCCO)C2c2ccccc2)cc1 (configuration not stated) | -14% | -1% | -2% |
| CCOC(=O)NN1C(=O)c2ccccc2NC1(C)C | 17% | 16% | 2% |
| Cc1ncc(S(=O)(=O)c2ccccc2)c(-c2ccccc2Cl)n1 | -2% | -6% | 4% |
| COc1ccc(N2CCN(C(=O)CCn3c(=O)c4cccn4c4cccnc43)CC2)cc1 | · | 5% | 3% |
| O=C(c1ccc2c(c1)N(Cc1ccc(F)cc1)C(=O)CS2)N1CCOCC1 | -2% | -15% | -2% |
| COCCOC(=O)c1c(C)n(C)c2ccc(OC(=O)c3ccccc3OC)cc12 | -9% | 14% | · |

New compounds follow
SMILES | N370S GC mod | FEN1 inhibitor | TDP1 block
COc1ccc(C(=O)Nc2ncc3c(n2)-c2ccccc2CC3)cc1 | 0% | -9% | 7%
O=C(CN1C(=O)c2cccc3cccc(c23)C1=O)NCCCO | 18% | -5% | ·
COC(=O)c1ccc(C(C(=O)NCc2ccccc2)N(Cc2ccco2)C(=O)c2cnccn2)cc1 (configuration not stated) | 3% | 14% | 7%
CCc1ccccc1NC(=O)CN1C(=O)CCn2nc(-c3cccn3C)cc21 | · | 4% | 5%
Oc1cc2c(c(Cl)c1O)CCNC[C@H]2c1ccccc1 | -20% | · | 13%
O=C(c1ccc2c(Cl)c3c(nc2c1)CCCC3)N1CCN(c2ccc(Cl)cc2)CC1 | · | -29% | 2%
CCOC(=O)c1nnn(CC(=O)Nc2cc(C)cc(C)c2)c1C(=O)OCC | · | -5% | 6%
O=C(O)CSc1c2c(nc3cc(C(=O)Nc4cccc(C(F)(F)F)c4)ccc13)CCC2 | 0% | -5% | 1%
Cc1cc(O)ccc1Nc1nc2ccccc2nc1Nc1ccc(O)cc1C | -20% | -11% | 6%
CCCCNC(=O)C1CCCN(S(=O)(=O)CCC)C1 (configuration not stated) | · | -5% | 0%
CCN(CC(=O)NCc1ccc(Cl)cc1)C(=O)c1cc(S(=O)(=O)NCc2ccccc2)ccc1C | -18% | -12% | 0%[56.1 µM]
CCN(CC(=O)Nc1ccccc1OC)C(=O)c1cc(S(=O)(=O)N2CCCCCC2)ccc1OC | -4% | 4% | -5%
CCOc1ccc2[nH]cc(C(=O)NCCCN3CCOCC3)c(=O)c2c1 | -3% | -3% | 0%
COc1ccc2nc3oc(C(=O)NCc4ccccc4OC)cc3cc2c1 | · | 1% | 2%
COc1ccc(N2C(N)=C(C#N)C(c3ccsc3)C3=C2CCCC3=O)c(OC)c1 (configuration not stated) | -11% | 5% | -5%
CC(Sc1ncn[nH]1)C(=O)Nc1cc(C(F)(F)F)ccc1Cl (configuration not stated) | · | 21% | 1%
Cc1cc(C)cc(NC(=O)CC(C)n2nc(C)cc2C)c1 (configuration not stated) | · | 10% | 7%
COC(=O)Nc1ccc(S(=O)(=O)N2c3ccccc3CCC2C)cc1 (configuration not stated) | 5%[2.35 µM] | ? | 1%
Cc1cc(OCC(=O)N2CCOCC2)ccc1NC(=O)c1ccccc1C | -1% | -4% | 4%
O=C(Nc1ccc(F)cc1)c1nc[nH]c1C(=O)Nc1ccccc1[N+](=O)[O-] | 13% | 7% | -3%
COc1cccc(CN(C(=O)Cn2nnc(-c3ccccc3F)n2)C(C(=O)NC(C)(C)C)c2ccncc2)c1 (configuration not stated) | -23% | 10% | 5%
CCOC(=O)c1oc2cc(O)c(CC)cc2c(=O)c1-c1cscn1 | -2% | 15% | 3%
CC1CCc2cc(F)cc3c(O)c(C(=O)NCCN(C)C)c(=O)n1c23 (configuration not stated) | -9% | -15% | ·
Cc1ccc(NC(=O)C2CCCN2C(=O)OCc2ccccc2)c(C)c1 (configuration not stated) | -19% | -14% | 3%
CC(C)CC(C(=O)Nc1ccccc1)N1C(=O)C2C3C=CC(C3)C2C1=O (configuration not stated) | 5% | -12% | 3%
O=C(CN1CCCCCCC1)Nc1cc(Cl)cc(Cl)c1 | -1% | -5% | 3%
CCc1nnc(NC(=O)CSc2nnc(C)n2Cc2ccccc2)s1 | -4% | -3% | 6%
O=C(Nc1ccccc1C(=O)N1CCCCCC1)c1cccc(S(=O)(=O)N2CCOCC2)c1 | -2% | 2% | -3%
CC1CN(S(=O)(=O)c2ccc(C(=O)N3CCc4ccccc43)cc2)CC(C)O1 (configuration not stated) | · | 1% | 1%
O=S(=O)(NCCSCc1c(Cl)cccc1Cl)c1ccc2c(c1)OCCO2 | ? | -3% | 6%
CCCCOc1ccc(S(=O)(=O)N2CCN(c3ccccc3OCC)CC2)cc1 | · | 7% | -1%[12.3 µM]
Cc1cc(=O)oc2cc(OCC(=O)Nc3ccc(S(=O)(=O)N(C)C)cc3)ccc12 | 26% | 19% | 3%
COc1ccc(Cl)cc1Nc1nc(-c2sc(NC(=O)c3ccco3)nc2C)cs1 | -27% | 6% | 6%
CCN(CC)S(=O)(=O)c1ccc(C(=O)N(c2ccc(C)cc2)C2C=CS(=O)(=O)C2)cc1 (configuration not stated) | -7% | 6% | 0%
O=C(O)c1cc(NC(=O)c2ccc(Cl)c([N+](=O)[O-])c2)cc(C(=O)O)c1 | 4% | 15% | 3%
Cc1nc2ccccc2n1CCc1nc2c3ccccc3nc(SCc3ccc(C#N)cc3)n2n1 | · | 3% | 6%
CCOC(=O)c1cccc(NC(=O)CN2C(=O)CC(C)(C)Sc3ccccc32)c1 | · | -11% | 1%
Cn1c(=O)cc(OCCCC(=O)NCc2ccc(F)cc2Cl)c2ccccc21 | -9% | 4% | -2%
COC(=O)C1C(=O)C=C(Nc2ccc(F)cc2F)CC1c1ccccc1 (configuration not stated) | -2% | -1% | 4%
Cc1ccc(C)c(N2CCN(C(=O)CCS(=O)(=O)c3cc4c(cc3Cl)NC(=O)CO4)CC2)c1 | · | -1% | 5%
COCCCn1nnnc1SCC(=O)Nc1ccc2c(c1)OCCO2 | -16% | -19% | 4%
Cc1ccc(CCNC(=O)CCS(=O)(=O)c2cc3c(cc2C)NC(=O)CO3)cc1 | -13% | 19%&9% | 4%
O=C(Nc1ncc2c(n1)CC(c1ccco1)CC2=O)c1ccccc1 (configuration not stated) | 0% | 1% | 0%
O=C(NCC1CCN(c2ccc(S(=O)(=O)N3CCOCC3)cc2)CC1)Nc1ccccc1 | -10% | -6% | ·
CCOCCCNC(=O)c1ccccc1SCC | 10% | -1% | 2%[56.1 µM]
CN(Cc1ccccc1)C(=O)COC(=O)C1CCN(S(=O)(=O)c2ccc(Cl)c(C(F)(F)F)c2)CC1 | -7% | -5% | ·
Cc1cccc(NS(=O)(=O)c2ccc3[nH]c(=O)cc(C(=O)OC(C)C(=O)Nc4ccc([N+](=O)[O-])cc4)c3c2)c1 (configuration not stated) | 8% | -21% | 5%
COc1ccccc1NC(=O)c1cccs1 | 6% | -5% | 4%
CC1CN(C(=O)CCC(=O)N2CCOCC2)c2ccccc2O1 (configuration not stated) | -10% | -12% | ·
O=C(Nn1cnc2ccccc2c1=O)c1ccccc1 | 0% | 7% | 5%
Cc1ccc2c(CC(=O)NCc3ccc4c(c3)OCO4)coc2c1 | 2% | 0% | 2%
COc1cc(/C=C(\C#N)c2nn(CCO)c(N)c2C#N)cc(OC)c1OC | 0% | 3% | 6%
O=C(NCCO)C(F)(F)C(F)(F)C(F)(F)OC(F)(C(=O)NCCO)C(F)(F)F (configuration not stated) | 6% | -2% | 4%
Cc1ccc(/C=N/Nc2ncnc3nc[nH]c23)cc1 | 4% | ? | ·
CCOC(=O)N1CCN(S(=O)(=O)c2c(C)nc3sccn3c2=O)CC1 | -13% | -14% | 1%
c1ccc(SCCOCCN2CCOCC2)cc1 | -10% | -3% | 3%

Not a hit list; overall some 0.57% were active at least once.
